# Bioassay records as filed in PubChem.
# bIAP act – bovine intestinal alkaline phosphatase activators, primary screen, biochemical, bovine IAP, CDP-star luminescence. purified bovine IAP, 30 min; stronger effect = higher value; fold of DMSO-control signal, blank-subtracted. AID 1016, 2008. alkaline phosphatase, intestinal [Bos taurus]. actives 0.17% (n = 200,000). activation factor at 20 µM;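 active = activation factor of 2 or more at 20 µM, a signal rise over negative controls twice the positive control's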
# STAT3 act – IL-6 driven STAT3 reporter potentiators, primary screen, U3A cells, luciferase, luminescence, MLSCN library; IL-6 STAT3-luciferase reporter; 100% = signal with IL-6 EC80 alone; activation (% of control), % at 5.6 µM; actives 0.91% (n = 190,000); AID 871, 2007;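 active = activation above the screen-wide mean of compound activation plus 3 SD, cut at about 130% in these data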;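 note: 0% = background luminescence of wells with medium and substrate only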
#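 Detection: reporter luminescence signal / Assay system: STAT1-lacking human U3A cells, STAT3 luciferase reporter / Incubation: compound pre-incubation 1 h before IL-6, then 6 h stimulation at 37 °C / Control set: IL-6-only high control / Read-out: % activation relative to IL-6 control / Probe or stimulus: Interleukin-6, 33 ng/mL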
# bIAP inh – bovine intestinal alkaline phosphatase inhibitors, primary screen, selectivity assay for TNAP inhibitor project, biochemical, bovine IAP, CDP-star luminescence. inhibition, % at 20 µM. purified bovine IAP, 30 min. 190,000 tested, under 10 active. AID 1019, 2008;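 active = over 50% inhibition of intestinal alkaline phosphatase at 20 µM in the single-dose screen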
#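 test system = bovine IAP enzyme | medium = DEA buffer 100 mM, pH 9.8, with MgCl2 1.0 mM, ZnCl2 0.02 mM | detection = luminescence | dosing = single compound dose of 20 µM, 2% DMSO final | incubation = 30 min reaction at room temperature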
# ROMK primary – ROMK potassium channel modulators, primary screen, cell-based, thallium flux, MLSMR library. Tet-inducible ROMK, thallium flux fluorescence; actives lie on both sides. actives 2% (n = 130,000). AID 1918, 2009. ATP-sensitive inward rectifier potassium channel 1 (Homo sapiens), P48048. B-score at 10 µM;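 active = signal ratio slope over the read window, or its plate-corrected B-score, at least 3 SD from the plate mean, either direction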;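 note: B-score of the F/F0 ratio slope over 7 to 12 s after thallium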
# Target sequence (P48048 whole entry, looked up): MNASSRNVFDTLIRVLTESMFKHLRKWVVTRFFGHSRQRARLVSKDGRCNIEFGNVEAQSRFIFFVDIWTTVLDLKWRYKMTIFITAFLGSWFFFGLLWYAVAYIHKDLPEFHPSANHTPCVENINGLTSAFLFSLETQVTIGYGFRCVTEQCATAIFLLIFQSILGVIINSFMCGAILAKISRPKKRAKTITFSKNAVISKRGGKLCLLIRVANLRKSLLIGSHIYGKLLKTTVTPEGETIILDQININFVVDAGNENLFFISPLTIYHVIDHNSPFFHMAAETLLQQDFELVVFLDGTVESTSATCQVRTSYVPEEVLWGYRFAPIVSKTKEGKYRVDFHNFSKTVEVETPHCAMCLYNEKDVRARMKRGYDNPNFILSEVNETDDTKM
# STAT3 inh – IL-6 driven STAT3 reporter inhibitors, primary screen, U3A cells, luciferase, luminescence, MLSCN library. IL-6 STAT3-luciferase reporter; host cell line lacks STAT1. inhibition, % at 5.5 µM. actives 0.89% (n = 190,000). AID 862, 2007;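 active = inhibition above the mean inhibition across all screened compounds plus 3 SD, cut at about 44% in these data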;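 note: 0% = DMSO only wells and 100% = 100 µM nifuroxazide control wells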
# PPARg SRC-1 ag – PPARgamma agonists recruiting SRC-1 coactivator, primary screen, biochemical. Peroxisome proliferator-activated receptor gamma (Homo sapiens), P37231. PPARgamma-SRC-1 coactivator recruitment biochemical assay. activation, % at 8 µM. actives 0.41% (n = 200,000); in the data active = activation above about 19%;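 note: 0% = DMSO and 100% = reference agonist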
# PPARg SRC3 recr – PPARgamma agonists recruiting SRC-3 coactivator, primary screen, biochemical; Peroxisome proliferator-activated receptor gamma (Homo sapiens), P37231; biochemical PPARgamma/SRC-3 coactivator recruitment assay; activation, % at 8 µM; actives 0.26% (n = 200,000); AID 731, 2007; in the data active = activation above about 23%;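 note: 0% = DMSO and 100% = reference agonist; some compounds past the cut are filed as inactive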
# TR-FRET SRC-2 ct – TR-FRET signal artefacts, primary screen, artefact control for PPARgamma SRC-2 agonist project, biochemical; TR-FRET artefact counter-screen; stronger effect = higher value; TR-FRET ratio at 8 µM; actives 0.4% (n = 200,000); AID 1049, 2008; in the data active = TR-FRET ratio above about 2000; note: inactives centre near 1500
# STAT1 blocker – STAT1 signaling inhibitors, primary screen, cell-based, HTS, luciferase reporter | NIH 3T3 STAT1-luciferase reporter, IFN-gamma, luminescence | inhibition, % at 5.5 µM | actives 0.35% (n = 200,000) | AID 920, 2007;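 active = inhibition above a set limit, the mean inhibition across all tested compounds plus 3 SD, cut at about 34% in these data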;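 note: 0% = IFN-gamma with DMSO and 100% = IFN-gamma with 300 µM nifuroxazide; values of inactives mirror those of a sister screen read the other way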
# TNAP act hi DEA – TNAP activators at high phosphate acceptor level, primary screen, biochemical, luminescence, uHTS; purified TNAP, CDP-star luminescence, 1 M DEA, 30 min; stronger effect = higher value; 0 = EDTA background, 1 = DMSO-only activity; 200,000 tested, under 10 active; Alkaline phosphatase, tissue-nonspecific isozyme (Homo sapiens), P05186; activation factor at 20 µM;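 active = activation factor at least 2 at 20 µM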
# Target sequence (P05186 whole entry, looked up): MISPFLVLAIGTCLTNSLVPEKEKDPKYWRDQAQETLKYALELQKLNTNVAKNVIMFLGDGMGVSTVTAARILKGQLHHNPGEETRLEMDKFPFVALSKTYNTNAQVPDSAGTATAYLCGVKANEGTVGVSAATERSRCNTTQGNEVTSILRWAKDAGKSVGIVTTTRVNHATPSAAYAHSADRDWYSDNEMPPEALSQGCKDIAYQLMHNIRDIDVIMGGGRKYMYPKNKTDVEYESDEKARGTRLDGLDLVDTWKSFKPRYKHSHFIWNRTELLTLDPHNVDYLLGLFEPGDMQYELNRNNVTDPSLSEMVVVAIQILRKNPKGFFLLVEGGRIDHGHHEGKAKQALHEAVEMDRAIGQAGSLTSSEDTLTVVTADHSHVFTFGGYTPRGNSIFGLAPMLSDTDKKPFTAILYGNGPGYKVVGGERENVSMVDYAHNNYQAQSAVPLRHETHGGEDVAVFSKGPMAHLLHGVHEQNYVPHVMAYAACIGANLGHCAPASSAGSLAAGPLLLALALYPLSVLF
#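 Assay system: human TNAP; Input: enzyme diluted 1/800 final; Reagent: CDP-star luminogenic substrate at 100 µM final; Timing: 30 min, room temperature; Signal: luminescence; Evaluation: TNAP activation factor scaled between EDTA and DMSO control wells.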
# PPARg SRC-2 ag – agonists of PPARg-SRC-2 recruitment, primary screen, biochemical, HTS | PPARgamma LBD-SRC-2 recruitment | actives 0.34% (n = 200,000) | activation, % at 8 µM | Peroxisome proliferator-activated receptor gamma (Homo sapiens), P37231; in the data active = activation above about 22%;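 note: 0% = vehicle and 100% = reference agonist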
# Active calls of the source: *; · = no result given.
SMILES,bIAP act,STAT3 act,bIAP inh,ROMK primary,STAT3 inh,PPARg SRC-1 ag,PPARg SRC3 recr,TR-FRET SRC-2 ct,STAT1 blocker,TNAP act hi DEA,PPARg SRC-2 ag
CC(C)N1CCC(=NNc2ccc(S(=O)(=O)N3CCOCC3)cc2[N+](=O)[O-])CC1,1,103,-2,·,0,-7,-6,1262,11,0.9,-1
CCN(CC)C(=O)CSc1nc2ccsc2c(=O)n1CCCC(=O)NCCc1ccc(S(N)(=O)=O)cc1,1.1,104,-6,0.07,-4,6,7,1767,-5,1,10
CCN(CC)S(=O)(=O)c1ccc(C(=O)NCCc2ccccn2)cc1,1.1,114,-14,0.59,-16,2,-5,1366,-12,1,2
COc1cccc(Cn2c(NCc3ccccn3)nc3c2c(=O)n(C)c(=O)n3C)c1,·,100,·,-0.56,3,2,19,1668,17,·,3
CCOC(=O)c1ccc(-c2ccc(/C=N/NC(=O)CN(c3cccc(C)c3)S(C)(=O)=O)o2)cc1,1.1,114,-13,·,-9,-1,0,1499,-10,1,0
COCCNC(=O)Cn1c(=O)n(C)c2ccccc21,0.9,102,5,-0.018,2,4,10,1564,-5,1,5
O=C(Cn1c(=O)oc2cc(S(=O)(=O)N3CCCC3)ccc21)N1CCCC1,1,106,1,·,2,6,-2,1466,-3,1.1,-3
CC(C)(C)OC(=O)NNC1CC(=O)N(c2ccccc2F)C1=O (centres undefined),1,97,3,-0.42,11,0,-1,1588,0,1,8
O=C(NC(Cc1ccccc1)c1ccc2c(c1)OCCCO2)c1ccc(F)cc1 (centres undefined),1.2,91,-16,-0.82,10,10,7,1602,2,1.1,11
CCCCCCCCOC(=O)c1nc(Cl)c(Cl)c(N)c1Cl,1,103,-3,·,-1,-2,-4,1728,6,1,-6
CCC(C)[C@H](NC(=O)OC(C)(C)C)C(=O)N/N=C/C1=Cc2ccccc2OC1 (some centres undefined),0.9,99,10,·,3,4,12,1736,-3,1,9
Clc1ccccc1C1=Nn2c(nnc2-c2ccncc2)SC1,0.9,97,7,·,7,-2,6,1434,12,1.1,0
CCC(C(=O)OCC(=O)Nc1cc(C)ccc1OC)c1ccccc1 (centres undefined),1,103,-2,-0.38,0,3,0,1764,-5,1.1,1
N/C(=N\OC(=O)Cc1ccccc1)c1ccc([N+](=O)[O-])cc1,1,97,-2,0.73,8,7,2,1448,-10,1,0
CCO[C@H]1OC(C(=O)N2CCCCCCC2)=C[C@@H](c2coc3ccccc3c2=O)[C@@H]1CCCO,1,·,-2,·,·,-5,-1,1571,4,1.1,4
Cc1cc(Cl)cc(Cl)c1OCCOCCN(C)C,1,95,0,0.2,5,6,-2,1647,-4,1,4
COc1ccc(NC(=O)NCc2ccncc2)c(OC)c1,1,105,-1,·,-1,-2,1,1621,-8,1,12
CCN(CC)S(=O)(=O)c1cccc(-c2cn3cc(C)ccc3n2)c1,1,103,-2,-0.015,1,1,7,1733,-28,1,20
COc1cccc(C(c2nnnn2Cc2ccccc2)N2CCN(C3CCCC3)CC2)c1OC (centres undefined),1.1,98,-8,-4.8*,11,1,4,1644,5,1,5
CC(=O)N1c2ccccc2NC2=C(C(=O)CCC2)C1c1ccco1 (centres undefined),1.1,96,-10,1,14,3,0,1584,11,1,0

# A few values from the results shown.
# In PPARg SRC-1 ag, `CCN(CC)S(=O)(=O)c1ccc(C(=O)NCCc2ccccn2)cc1` has the entry 2
# In TR-FRET SRC-2 ct, `COc1ccc(NC(=O)NCc2ccncc2)c(OC)c1` has the entry 1621
# In TR-FRET SRC-2 ct, `O=C(NC(Cc1ccccc1)c1ccc2c(c1)OCCCO2)c1ccc(F)cc1` (centres undefined) has the entry 1602
# In PPARg SRC-1 ag, `Cc1cc(Cl)cc(Cl)c1OCCOCCN(C)C` has the entry 6

# Further results follow:
SMILES,bIAP act,STAT3 act,bIAP inh,ROMK primary,STAT3 inh,PPARg SRC-1 ag,PPARg SRC3 recr,TR-FRET SRC-2 ct,STAT1 blocker,TNAP act hi DEA,PPARg SRC-2 ag
CCn1c(SC(C)C(=O)O)nc2sc3c(c2c1=O)CCC3 (centres undefined),0.9,98,12,1.7,9,-8,-5,1444,1,1,-5
CCc1cc2cc(C)ccc2nc1SCC(=O)Nc1cc(C)on1,1.1,97,-5,0.075,5,2,-12,1470,-2,1,5
Cc1ccc(-n2nnnc2SCC(=O)Nc2nc(-c3ccc(F)cc3)cs2)cc1C,1,104,4,·,5,15,8,1504,6,1,-6
O=C(C1CCN(S(=O)(=O)N2CCC3(CC2)OCCO3)CC1)N1CCC(Cc2ccccc2)CC1,1,88,-5,·,18,7,1,1550,7,1,1
COc1ccc(NC(=O)c2cccc(N3C(=O)NC4CC3(C)Oc3ccccc34)c2)cc1 (centres undefined),1,94,4,0.087,12,1,2,1505,7,1,5
CCOc1cc(/C=C/c2ccc3cccc([N+](=O)[O-])c3n2)ccc1O,0.9,96,13,-0.014,7,4,4,1621,-12,0.9,4
O=C(Nc1ccc(N2CCOCC2)cc1)C1CCCCC1,0.9,105,12,0.41,0,-1,-4,1552,1,1.1,-5
CN(C(=O)COC(=O)CNC(=O)c1ccc(Cl)cc1Cl)c1ccccc1,1.2,105,-19,0.71,5,-4,-3,1446,-9,1,-2
COC(=O)C/C=C/[C@@H](C)[C@@H](/C=N/O[C@H](C)c1cn([C@@H]2COC[C@H]2O)nn1)NS(=O)(=O)c1ccc(C)cc1,0.9,101,13,0.46,-4,4,3,1522,-1,1,-3
O=C(OC1CCCCC1=O)c1ccc(S(=O)(=O)Nc2ccccc2)cc1 (centres undefined),1,107,3,-0.076,3,-3,2,1487,1,1,3
Cn1c(-c2sccc2OCc2ccccc2)n[nH]c1=S,1.2,98,-16,0.74,10,3,4,1590,7,1,1
Cn1c(=O)n(C)c2cc(NC(=O)CCl)ccc21,0.9,73,8,·,34,-8,-13,1442,10,1,6
Cn1cc(SCC(N)=O)c2ccccc21,1,107,0,·,0,3,1,1457,1,1,0
O=C(c1nn2cccnc2c1Cl)N1CCN(c2ccccc2)CC1,0.9,101,6,0.058,3,7,-11,1547,-2,1,9
CCCn1c(SCC(=O)NCCc2ccc(OC)c(OC)c2)nc2c1c(=O)n(C)c(=O)n2C,1.1,104,-8,-0.22,0,4,-7,1580,0,1.1,-4
O=C(Cc1cccs1)Nc1nncs1,0.9,99,6,0.87,0,4,-1,1582,-1,1.1,5
Cc1ccnc(SCC(=O)c2ccc(Br)cc2)c1C#N,0.9,109,9,0.29,-1,4,3,1828,-51,1,0
CCN1C(c2ccc(F)cc2)=CS/C1=C(\C#N)c1nnc2n1-c1ccccc1SC2,0.9,96,8,·,10,9,1,1759,1,1.1,6
CC1CCCCN1C(=O)Cn1c(=O)n(-c2ccc(F)cc2)c(=O)c2sccc21 (centres undefined),0.9,103,10,-0.03,9,-6,0,1548,5,1,-4
CCOC(=O)c1ccc(NCc2nc3ccccc3n2C)cc1,0.9,97,14,·,8,3,3,1675,-42,1,7

# Structures shown so far that have a furan ring, fused or not, in the order listed:
SMILES,bIAP act,STAT3 act,bIAP inh,ROMK primary,STAT3 inh,PPARg SRC-1 ag,PPARg SRC3 recr,TR-FRET SRC-2 ct,STAT1 blocker,TNAP act hi DEA,PPARg SRC-2 ag
CCOC(=O)c1ccc(-c2ccc(/C=N/NC(=O)CN(c3cccc(C)c3)S(C)(=O)=O)o2)cc1,1.1,114,-13,·,-9,-1,0,1499,-10,1,0
CC(=O)N1c2ccccc2NC2=C(C(=O)CCC2)C1c1ccco1 (centres undefined),1.1,96,-10,1,14,3,0,1584,11,1,0

# Next part.
SMILES,bIAP act,STAT3 act,bIAP inh,ROMK primary,STAT3 inh,PPARg SRC-1 ag,PPARg SRC3 recr,TR-FRET SRC-2 ct,STAT1 blocker,TNAP act hi DEA,PPARg SRC-2 ag
Cc1cccc(-n2c(O)c(/C=N/NC(=O)c3ccccc3Cl)c3ccccc3c2=O)n1,0.9,105,7,·,-11,-4,2,1615,6,1,11
CCCC(=O)NC(NC(=S)Nc1c(C)n(C)n(-c2ccccc2)c1=O)C(Cl)(Cl)Cl (centres undefined),1,108,2,·,-4,-3,2,1570,-3,1.1,-8
C=C(C)CN1CCN(S(=O)(=O)c2ccc(C)c(N(C)S(=O)(=O)c3ccc(C)cc3)c2C)CC1,0.9,94,6,-1.7,4,6,10,1803,10,1,4
Cc1ccc(N2C(=O)C3C(c4ccccc4)(C2=O)C3(c2ccccc2)c2ccccc2)cc1 (centres undefined),1,100,-2,·,0,0,-5,1504,8,1,-3
CC1Cc2ccccc2N1C(=O)COC(=O)c1c2c(nc3ccccc13)CCCCC2 (centres undefined),1,105,2,-1.5,-2,0,-4,1363,-2,1,4
O=C(OCC#CCSc1nnc(-c2ccccc2)o1)c1ccco1,1.1,102,-11,·,2,16,7,1584,-14,1,8
O=C(NCc1nc2ccccc2[nH]1)c1ccco1,0.9,98,8,·,5,5,9,1457,-8,1,10
CN(C(=O)/C=C/c1ccc([N+](=O)[O-])s1)c1ccccc1,1,101,2,-1.8,0,2,-2,1687,18,1,-7
O=[n+]1c2c(n([O-])c3c1CCCC3)CCCCC2,1,98,2,·,7,0,7,1658,2,1.1,9
Cc1nn(-c2ccccc2)c(C)c1/C=N\NS(=O)(=O)c1ccc(Cl)cc1,1,101,0,0.26,7,8,7,1640,4,1.1,5
CN(C)CCCN(C(=O)c1cccs1)c1nc(-c2ccccc2)cs1,0.9,92,12,-2.8,11,7,11,1553,10,1,-4
Cc1cccc(CCNS(=O)(=O)c2ccc3c(c2)oc(=O)n3C)c1,1,103,4,-0.81,1,9,-8,1590,4,1.1,-4
Cc1cc2c(ccc3c2no[n+]3[O-])nn1,1,94,0,2.7*,9,7,-7,1668,19,1.1,6
CCOC(=O)C(C(=O)OCC)C1OC(=O)c2cc3c(cc21)C(=O)OC3C(C(=O)OCC)C(=O)OCC (centres undefined),1,97,-2,0.035,5,10,7,1692,9,1,7
CN(C)c1ccc(NC(=O)c2cn(-c3ccccc3)nc2-c2cccs2)cc1,0.9,92,14,-0.062,7,4,0,1517,0,1,0
CC(C)(C)c1nc(NCCN2CCOCC2)c2nnn(Cc3ccccc3Cl)c2n1,1.1,107,-7,-0.073,-5,0,-2,1562,10,1,-5
